Screening data as filed in PubChem.
GSIS activator: GLuc luminescence reporter in INS-1E cells, primary screen for activators of glucose-dependent secretion of insulin. 370,000 compounds, 0.61% hits. INS-1E GLuc reporter insulin secretion, 2-3 h. activation, % at 16.6 µM. AID 743287;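 active = lowest replicate activation of at least 40%, so every replicate reaches that level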;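 note: 0% = median of neutral control wells and 100% = median of IBMX positive control wells; some compounds called inactive have numbers as strong as hits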
miR122 inh: miR-122 inhibition in Huh7 cells; Huh7 miR-122 Renilla luciferase sensor, 48 h; neutral wells = 0, positive control = 100; activation (reporter increase), % at 12.5 µM; 340,000 compounds, 0.3% hits;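 active = mean replicate activation score at least 90 and every replicate individually at or above 90; inconclusive = only one of the two criteria met; inactive = neither criterion met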;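 note: higher luciferase means less miR-122 activity so hits act as miR-122 inhibitors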
CFTR F508del cor: correctors of CFTR F508del function in bronchial epithelial cells; CFBE cells, YFP halide quenching; stimulated with forskolin plus potentiator P3; % fluorescence drop versus neutral controls; AID 720511; 350,000 compounds, 0.36% hits; activity (quench increase), % at 7.58 µM;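 active = mean added fluorescence quench of at least 8% versus neutral control, with both replicates also reaching 8%; inconclusive = only one of the mean or replicate conditions met; inactive = mean below 8% and not both replicates reaching 8%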;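 note: cells transiently co-express mutant CFTR-F508del with the halide-sensitive YFP; corrector assay measuring rescue of mutant channel to the surface after 24 h compound exposure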
PAX8 inh HTS: inhibitors of PAX8 transcriptional activity in RMG-I cells; inhibition, % at 12.6 µM; 360,000 compounds, 1.2% hits; RMG-I TPO-luciferase reporter, SteadyGlo, 24 h; AID 652154;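 active = mean replicate inhibition at least 60% with every replicate also reaching 60%; inconclusive = only one of the two criteria is met; inactive = mean below 60% and not all replicates reaching 60%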;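 note: luciferase light reporting Pax8 driven TPO promoter activity; plate controls were median of neutral control wells for no effect and mitoxantrone controls for full effect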
FN deposit inh: fibronectin deposition inhibition; AH1F fibroblasts, Alexa488-fibronectin deposition fluorescence, overnight; inhibition, % at 12.6 µM; 350,000 compounds, 0.086% hits;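 active = mean inhibition across replicates of 30% or more, regardless of how many single replicates reach that level; inconclusive = mean under 30% yet at least half of replicates reach 30%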;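 note: positive control wells lacked labelled fibronectin entirely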
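Assay system: AH1F fibroblast monolayer, labelled fibronectin deposition. Amount: 10000 cells per well. Also added: labelled fibronectin 24 nM. Compound: single-point pinned compound. Incubation: cell attachment 1 h, compound and FN exposure overnight. Detection: fluorescence after three HBSS washes, excitation 485 nm, emission 525 nm. Read-out: inhibition of fibronectin deposition signal.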
DENV2 CPE rescue: DENV2-induced cell death inhibition; AID 651640; 350,000 compounds, 1.7% hits; CPE inhibition, % at 9.99 µM; DENV2-infected cells, cytopathic effect rescue, plate reader; in the data active = CPE inhibition above about 20%, passing the limit was not always enough; inconclusive = no clear call, values can overlap the other calls; tested in BHK-21 cells;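 note: 0% = median of neutral control wells and 100% = median of positive control wells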
EWS-Fli inh: blocks EWS/Fli oncoprotein-driven transcription; A673 NR0B1-luciferase reporter, viability-normalised; inhibition, % at 12.6 µM; 350,000 compounds, 0.67% hits;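 active = mean inhibition of at least 50% after viability correction, with every replicate also passing that limit; inconclusive = mean reaches 50% but only one of two replicates passes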;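 note: firefly luciferase signal divided by Alamar Blue viability fluorescence both relative to DMSO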
* = called active by the depositor; ? = inconclusive; / = no result given; & = joins results of further samples; [ ] = remark or other dose.

Below each compound: EWS-Fli inh	GSIS activator	CFTR F508del cor	FN deposit inh	DENV2 CPE rescue	PAX8 inh HTS	miR122 inh
> O=C(O)c1cc2n(n1)C(C(F)(F)F)CC(C1CC1)N2 (stereo not given)
→ 5	-1	2.8	2	11	-5	-2
> COc1ccc(NC(=O)CN(C)C(=O)c2cccc(Oc3ccccc3)c2)cc1
→ 1	/	1.2	0	1	2	-6
> Cc1nn(C(=O)c2ccco2)c(C)c1Sc1ccc(Cl)cc1
→ /	14	/	-1	/	-17	/
> O=C(Cc1cccs1)NCc1ccccc1Br
→ -28	18	-1.7	-2	10	-95	-1
> COc1cc(C(=O)N[C@H](C(=O)OCC(=O)NC2CCCCCC2)C(C)C)cc(OC)c1OC
→ 12	1	-0.3	3	-3	-11	-7
> COc1ccc(/C(C)=N/NC(=O)CNC(=O)c2ccncc2)cc1
→ 1	11	-1.1	-1	6	-9	-6
> C[C@H]1CN([C@@H](C)CO)C(=O)CCCn2cc(nn2)CO[C@H]1CN(C)S(=O)(=O)c1ccc(Oc2ccccc2)nc1
→ -5	-1	-0.8	-1	-3	-8	/
> COc1ccc(S(=O)(=O)Nc2ccc(S(=O)(=O)N3CCCCC3)cc2)cc1C
→ /	-1	/	3	/	/	251*
> C[C@H](C(=O)N(C)C[C@@H]1OCc2ccccc2-c2ccccc2C(=O)N([C@@H](C)CO)C[C@@H]1C)c1ccccc1
→ -5	-4	2.8	-13	?	-2	/
> COCCn1c(C)nnc1SCC(=O)Nc1ccccc1[N+](=O)[O-]
→ -5	-6	1.3	/	7	-1	/
> CCOC(=O)c1c(NC(=O)/C=C/C(=O)O)sc(C)c1-c1ccc(C)c(C)c1
→ ?	-28	-1.8	-8	5	2	-2
> COc1ccc(N2C(=O)CC(N3CCN(c4ccccc4F)CC3)C2=O)cc1 (stereo not given)
→ 4	-6	0.1	/	9	/	-3
> CCC(=O)N1[C@H](C(=O)Nc2ccccc2)[C@@H](CO)[C@@H]2Cn3c(ccc(C4=CCCC4)c3=O)[C@@H]21
→ -7	4	1.2	/	-1	-22	-2[16.7 µM]
> COC(=O)c1ccccc1NC(=O)c1ccc2c(c1)CC(C)O2 (stereo not given)
→ -76	-9	3.3	-1	9	-46	/
> CCCNC(=O)Nc1ccc2c(c1)C(=O)N(C)C[C@H](OC)[C@H](C)CN(C(=O)C1CCCCC1)[C@H](C)CO2
→ 8	0	1.6	/	/	11	/
> CC(C)NC(=O)Nc1ccc2c(c1)C(=O)N([C@@H](C)CO)C[C@H](C)[C@@H](CN(C)Cc1ccc(C(=O)Nc3ccccc3N)cc1)O2
→ 2	17	-2.4	-7	3	/	-13[16.7 µM]
> C[C@H](CO)N1C[C@H](C)[C@@H](CN(C)C(=O)Nc2ccccc2)OCCCC[C@H](C)Oc2ccc(NS(=O)(=O)c3ccc(Cl)cc3)cc2C1=O
→ 7	-1	0.2	-3	-11	28	-1[16.7 µM]
> Cc1cc(C)c(NC(=O)CS(=O)CC(=O)N2CCN(c3cccc(C)c3C)CC2)c(C)c1 (stereo not given)
→ 9	-28	-3.3	-2	7	19	-3
> C[C@@H]1CN([C@@H](C)CO)C(=O)c2cc(NC(=O)Cn3cnnn3)ccc2O[C@H]1CN(C)C(=O)Nc1ccc(F)cc1
→ 0	5	-3.6	-3	0	-2	-2[16.7 µM]
> CN(c1ccccc1)P(=O)(N(C)c1ccccc1)N(C)c1ccccc1
→ 4	-47	0.4	0	3	9	8
> CC(CNS(=O)(=O)c1ccc2c(c1)NC(=O)CCS2)c1ccccc1 (stereo not given)
→ /	-5	-0.3	-6	-7	9	/
> CC(=O)Nc1cccc(OCc2cnc(Cl)s2)c1
→ 13	7	2.2	0	1	0	-21
> CCCCNS(=O)(=O)c1ccc(Br)cc1N1CCC[C@H]1CO
→ -4	-19	1.4	-5	-9	1	77
> CCOCCN(C(=O)c1ccccc1Cl)c1ccccc1
→ 13	-3	0.1	-7	4	-4	/
> Cc1nn(-c2ccccc2)c(Cl)c1/C=N\NC(=O)c1cnccn1
→ /	15	/	4	/	/	4
> C[C@H]1CN([C@@H](C)CO)S(=O)(=O)c2ccc(C#CC(C)(C)O)cc2O[C@H]1CN(C)Cc1ccccc1
→ 12&13&-9	6&2	2.5&-0.1&5.8	10&-8	15&-15&9	7&-39	-3
> COC(=O)c1c(C)nc(C)c(C(=O)OC)c1-c1ccsc1
→ 11	2	-3.0	8	1	20	2
> Cc1cccc(N2CCN(C(=O)CCNS(=O)(=O)c3cccs3)CC2C)c1 (stereo not given)
→ -11	4	-1.7	2	11	-4	-2
> C=CCn1c(SCC(=O)c2cccs2)nc2sc(C)c(C)c2c1=O
→ /	/	/	-5	/	9	-10
> CCOC(=O)C1(Cc2cccc(OC)c2)CCCN(Cc2nccn2CC)C1 (stereo not given)
→ -51	-25	0.2	1	8	9	4
> CCCNC(=O)N1[C@H](C#N)[C@H](c2ccc(C#Cc3cccc(F)c3)cc2)[C@H]1CO
→ 61*	-6	1.9	-2	-18	20	/
> NC(=O)/C=C\C(=O)Nc1cccc(C(F)(F)F)c1
→ 16	-41	-0.5	/	0	/	/
> COc1cccc(NC(=O)c2ccnc(N3CCC(C(=O)NCc4ccccc4OC)CC3)c2)c1
→ -61	-5	0.5	-7	13	-106	-1
> CCSc1nsc(NC(=O)Nc2cccc(F)c2)n1
→ -25	/	/	2	-14	90*	-23
> COc1ccc(NC(=O)Nc2ccc3c(c2)C(=O)N([C@@H](C)CO)C[C@@H](C)[C@@H](CN(C)C)OCCCC[C@H](C)O3)cc1
→ -4	0	-0.7	/	?	-22	-3[16.7 µM]
> Cc1ccc(NC2CCCN(C(=O)c3snnc3C)C2)cc1C (stereo not given)
→ 2	5	-0.3	7	-3	-3	-6
> O=C1CCN(Cc2cccnc2)CCN1[C@H](CO)Cc1ccccc1
→ -2	2	3.6	1	-6	-30	/
> N#C[C@@H]1[C@H](c2ccccc2-c2cccc(F)c2)[C@H](CO)N1C(=O)NC1CCCC1
→ -2	-30	-0.8	1	-14	/	/
> CC1CCCC(C)N1C(=O)COC(=O)c1ccc([N+](=O)[O-])o1 (stereo not given)
→ -8	/	2.1	7	-3	/	/
> Cc1ccc(NC(=O)CN2C(=O)CNC2=O)cc1
→ 4	15	-5.5	2	/	4	15

The list goes on, overlapping the part above by three compounds.
Below each compound: EWS-Fli inh	GSIS activator	CFTR F508del cor	FN deposit inh	DENV2 CPE rescue	PAX8 inh HTS	miR122 inh
> N#C[C@@H]1[C@H](c2ccccc2-c2cccc(F)c2)[C@H](CO)N1C(=O)NC1CCCC1
→ -2	-30	-0.8	1	-14	/	/
> CC1CCCC(C)N1C(=O)COC(=O)c1ccc([N+](=O)[O-])o1 (stereo not given)
→ -8	/	2.1	7	-3	/	/
> Cc1ccc(NC(=O)CN2C(=O)CNC2=O)cc1
→ 4	15	-5.5	2	/	4	15
> Cc1noc(C)c1S(=O)(=O)N(C)C[C@H]1Oc2ccc(NS(=O)(=O)c3cccs3)cc2CC(=O)N([C@H](C)CO)C[C@@H]1C
→ -11	7	-1.8	/	-14	-17	2[16.7 µM]
> CC(=O)Nc1ccc(NC(=O)Nc2cc(C)cc(C)c2)cc1
→ -8	-3	0.3	1	-3	-36	-4
> COc1cccc(Nc2ccc([N+](=O)[O-])c3nonc23)c1
→ -25	-42	0.0	-12	?	12	-9
> COc1ccc(CN(C)C[C@@H]2Oc3ccc(NC(=O)Nc4cccc5ccccc45)cc3CC(=O)N([C@H](C)CO)C[C@H]2C)cc1
→ -1	1	2.3	/	-10	-2	-2[16.7 µM]
> Cc1cc(N2CCOCC2)n2nc(-c3cccc(F)c3)cc2n1
→ /	11	/	15	/	/	1
> C[C@@H]1CCCCO[C@@H](CN(C)C(=O)Nc2ccccc2)[C@H](C)CN([C@H](C)CO)C(=O)c2cc(NC(=O)CCCN(C)C)ccc2O1
→ -8	20	-2.3	-34	-2	-8	-1[16.7 µM]
> CCOC(=O)CN(C(=O)CNC(=O)c1cccs1)C(C(=O)NC1CCCCC1)c1cccs1 (stereo not given)
→ /	/	/	-5	/	20	-9
> CC(C)CC#Cc1ccc2c(c1)O[C@@H](CN(C)C(=O)C1CC1)[C@H](C)CN([C@@H](C)CO)S2(=O)=O
→ 8	-25	-4.5	15	/	/	5[16.7 µM]
> C[C@H](CO)N1C[C@H](C)[C@@H](CN(C)Cc2ccc(C(=O)O)cc2)Oc2ncc(C#CCN(C)C)cc2C1=O
→ 4	24	/	-9	-10	-19	68[16.7 µM]
> N#C/C(C(=O)NCCc1ccccc1)=C1/N=C(NC(=O)c2cccs2)c2ccccc21
→ -6	28	/	0	0	12	/
> CCN1C(=O)[C@H]2[C@@H](c3ccc(C)cc3)N3C(=O)N(c4ccc(C)cc4)C(=O)[C@@]3(C)[C@H]2C1=O
→ -8	2	2.9	1	?	5	-1
> Cc1cccc2sc(NC(=O)CSc3nnnn3C)nc12
→ /	27	1.2	7	18	-19	-11
> COC(=O)c1cc(CNC(=O)c2ccc(O)c(Cl)c2)ccc1OC
→ 16	83	/	-3	?	7	/
> O=C(O)c1ccc(Oc2ccc(C(F)(F)F)cn2)cc1
→ 2	13	1.3	3	-6	4	3
> C[C@@H]1CCCCO[C@@H](CN(C)C(=O)c2ccccc2)[C@H](C)CN([C@@H](C)CO)C(=O)c2cc(NC(=O)CCCN(C)C)ccc2O1
→ 2	25	0.8	-3	18	-2	1[16.7 µM]
> CC(C)NC(=O)CCN1C(=O)c2ccccc2Sc2ncccc21
→ -8	/	0.0	1	2	-8	/
> Cc1cc(C)cc(N(CC(=O)NC(C)C)C(=O)CCC(=O)Nc2ccccn2)c1
→ -2	/	/	-10	0	-2	7
> Cc1ccc(OCC(=O)NN=C2C3CC4CC(C3)CC2C4)cc1
→ 2	-15	1.0	3	5	4	/
> O=C(O)c1cc2c(ccc3ccccc32)o1
→ -6	2	2.3	/	-5	/	0
> Cc1ccc(NC(=O)CCNC(=O)Cn2ccc3ccccc3c2=O)cc1F
→ 0	32	0.7	10	-4	-19	-2
> CC(C)=CCN1CCN(Cc2cc(C(C)C)n[nH]2)CC1CCO (stereo not given)
→ -3	-3	-1.5	-10	-1	-11	0
> COCCNC(=O)CN1C(=O)NC2(CCCc3ccccc32)C1=O (stereo not given)
→ 8	-1	-0.6	2	4	0	-3
> Cc1nc(-c2coc3cc(C)c(N=O)c(O)c3/c2=N\N)cs1
→ 1	1	-1.3	4	-6	13	-7
> C=CCS(=O)(=O)N1CCCC(N2CCN(c3ccccc3OC)CC2)C1 (stereo not given)
→ 5	-5	-7.1	-5	-1	14	-1
> CO[C@@H]1CN(C)C(=O)c2ccc(NC(=O)c3nc4ccccc4s3)cc2OC[C@@H](C)N(Cc2cccnc2)C[C@H]1C
→ -34	-12	1.7	2	/	4	-18[16.7 µM]

One compound at a time (already shown). Values in the order: EWS-Fli inh, GSIS activator, CFTR F508del cor, FN deposit inh, DENV2 CPE rescue, PAX8 inh HTS, miR122 inh
Entry for `CCSc1nsc(NC(=O)Nc2cccc(F)c2)n1` : -25, /, /, 2, -14, 90*, -23
Entry for `CN(c1ccccc1)P(=O)(N(C)c1ccccc1)N(C)c1ccccc1` : 4, -47, 0.4, 0, 3, 9, 8
Entry for `O=C(O)c1ccc(Oc2ccc(C(F)(F)F)cn2)cc1` : 2, 13, 1.3, 3, -6, 4, 3
